Source: PubChem
Rac1 GTP hydrolysis = MgcRacGAP GTPase-activating activity inhibitors, confirmation, biochemical, ADP Hunter fluorescence; Rac GTPase-activating protein 1 (Homo sapiens); MgcRacGAP-stimulated Rac1 GTP hydrolysis, ADP Hunter fluorescence; higher % means a stronger effect; GST-tagged Rac1 F28L mutant substrate; inhibition, % at 30 µM; hits with a dose series show IC50 in µM; 340,000 tested, 0.6% active; AID 624330, 2012;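 active = first-screen hits whose inhibition reached a set limit at any dose in the follow-up dose series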;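 also: fluorescence reports GDP produced by GAP-driven GTP hydrolysis; strong numbers were not always called active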
KOR beta-arrestin-1 = KOR antagonists, beta-arrestin recruitment, cell-based, luminescence, uHTS (AID 1778). Kappa-type opioid receptor (Homo sapiens). KOR beta-arrestin recruitment, luminescence, antagonist mode; higher % means a stronger effect. one-dose inhibition, % at 10 µM; IC50 in µM for titrated hits. 290,000 tested, 0.091% active; in the data active = inhibition above about 50%; also: strong numbers were not always called active
GPR55 beta-arrestin = GPR55 agonists via beta-arrestin recruitment, primary screen, imaging, U2OS cells, beta-arrestin-GFP redistribution (AID 1961); G-protein coupled receptor 55 (Homo sapiens); U2OS GPR55 beta-arrestin-GFP redistribution imaging; higher % means a stronger effect; activation, % at 10 µM; hits with a dose series show EC50 in µM; 290,000 tested, 0.048% active;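 active = activation above 40% with more than 50 cells counted in the well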;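 also: U2OS osteosarcoma cells stably expressing GPR55 and beta-arrestin-GFP; plate controls were DMSO negative control for no effect and LPI positive control for full effect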
UTI89 phage lysis = inhibition of K1F phage lysis, E. coli UTI89, bacterial capsule biogenesis inhibitors, alamar blue (AID 488966) | E. coli UTI89 K1F phage lysis, alamar blue, 2 h; higher % means a stronger effect | inhibition, % at 100 µM; hits with a dose series show IC50 in µM | 340,000 tested, 0.02% active;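 active = phage lysis inhibition, versus mean bacterial control, above a set limit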;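 also: capsule biogenesis inhibitors block K1F phage lysis so surviving cells raise fluorescence; higher fluorescence means more inhibition of phage lysis; actives were called in the ten point dose series up to 300 µM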
NOD1 NF-kB reporter = NOD1 signaling inhibitors, primary screen, cell-based, luminescence, uHTS (AID 1578); NOD1-driven NF-kB luciferase reporter cells, luminescence; higher % means a stronger effect; inhibition, % at 4 µM, or EC50 in µM where a hit was titrated; 290,000 tested, 1% active; in the data active = inhibition mostly above about 36%, no sharp cut-off; inactive = mostly below about 34%;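 also: HEK-293T reporter cells stimulated with the NOD1 agonist gamma-tri-DAP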
GPR55 antagonists = GPR55 antagonists blocking LPI-driven arrestin recruitment, primary screen, imaging, U2OS, beta-arrestin-GFP, LPI agonist (AID 2013) | U2OS GPR55 beta-arrestin-GFP translocation imaging, LPI antagonism; higher % means a stronger effect | one-dose inhibition, % at 10 µM; IC50 in µM for titrated hits | 290,000 tested, 0.13% active;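 active = spots per cell inhibited over 60%, with over 100 cells counted and total cytoplasm intensity under 500,000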;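 also: U2OS cells stably carrying GPR55 and arrestin-GFP stimulated by 5 µM LPI near EC80; imaged beta-arrestin-GFP aggregate spots per cell after agonist stimulation; plate controls were LPI-stimulated DMSO wells for no effect and DMSO wells without LPI for full effect; some results filed as inactive read as strong as hits; confirmed hits need IC50 under 10 µM and bright autofluorescent wells are also inconclusive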
KOR beta-arrestin-2 = KOR agonists, beta-arrestin recruitment, primary screen, cell-based, luminescence, uHTS (AID 1777) | Kappa-type opioid receptor (Homo sapiens) | KOR beta-arrestin recruitment, luminescence; higher % means a stronger effect | activation, % at 10 µM, or EC50 in µM where a hit was titrated | 280,000 tested, 0.02% active; in the data active = activation above about 50%, passing the limit was not always enough; also: a part of the inactive calls stands beside numbers as strong as those of hits
NTR1 agonist = agonists of NTR1, primary screen, imaging, U2OS cells, beta-arrestin-GFP, high content (AID 493036). NTR1-U2OS beta-arrestin-GFP spot imaging, agonist mode. 330,000 tested, 0.17% active. activation, % at 20 µM. Neurotensin receptor type 1 (Homo sapiens), P30989;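 active = activation at or above 40% of the spot to cytoplasm intensity ratio, with at least 20 cells analyzed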;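 also: 0% = DMSO without peptide and 100% = 100 nM NTR1 peptide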
Target sequence (P30989 whole entry, looked up): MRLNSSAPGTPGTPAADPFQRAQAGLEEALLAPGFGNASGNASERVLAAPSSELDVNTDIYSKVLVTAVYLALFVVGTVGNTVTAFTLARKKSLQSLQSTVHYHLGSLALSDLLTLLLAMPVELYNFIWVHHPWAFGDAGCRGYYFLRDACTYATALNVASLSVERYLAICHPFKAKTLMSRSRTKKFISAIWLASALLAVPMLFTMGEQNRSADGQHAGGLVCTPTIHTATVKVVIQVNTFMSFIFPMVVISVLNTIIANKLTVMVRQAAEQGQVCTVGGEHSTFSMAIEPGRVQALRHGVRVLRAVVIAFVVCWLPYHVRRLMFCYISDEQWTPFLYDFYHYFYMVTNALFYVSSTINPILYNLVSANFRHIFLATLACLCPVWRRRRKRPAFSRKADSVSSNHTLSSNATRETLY
GPR35 arrestin U2OS = GPR35 antagonists blocking zaprinast-driven arrestin recruitment, primary screen, imaging, U2OS, beta-arrestin-GFP, zaprinast agonist (AID 2058) | G-protein coupled receptor 35 (Homo sapiens) | U2OS GPR35 beta-arrestin-GFP translocation imaging, zaprinast antagonism; higher % means a stronger effect | inhibition, % at 10 µM; hits with a dose series show IC50 in µM | 290,000 tested, 0.052% active;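 active = inhibition of at least 50% with at least 30 cells and total cytoplasm GFP at most 10,000,000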
NTR1 agonist cell count 20 µM = recorded beside NTR1 agonist, whose call it bears; cell count; measured here: cell count, cytotoxicity flag
Starred values were filed as active, the others as inactive; . = not tested or not shown; [ ] = dose if it differs, or a comment. Not all compounds are listed, so the mix of outcomes need not match the whole.

Values in the order – Rac1 GTP hydrolysis, KOR beta-arrestin-1, GPR55 beta-arrestin, UTI89 phage lysis, NOD1 NF-kB reporter, GPR55 antagonists, KOR beta-arrestin-2, NTR1 agonist, NTR1 agonist cell count 20 µM, GPR35 arrestin U2OS
CCn1c(SCC(=O)N2CCc3ccccc32)nnc1-c1ccco1
  5%, -6%, 0.3%, -1.0%, 6%, 10%, -1.7%, -2.0, 33, 23%
CC1(C)Cc2c(sc3nnn(Cc4ccc(Cl)cc4)c(=O)c23)CO1
  8%, 1%, 0.5%, 3.6%, -3%, -12%, 2.3%, ., ., 1%
Cc1ccc(S(=O)(=O)Nc2c(O)c3ccccc3oc2=O)cc1
  -3%, -30%, 0.0%, 0.2%, 36%, -3%, 2.3%, 0.7, 56, 8%
O=C(COc1ncnc2sccc12)N1CCN(C(=O)c2ccco2)CC1
  13%, -4%, 0.4%, 0.6%, -14%, 10%, -8.3%, -0.5, 67, 4%
COc1cccc(N2CCC(N3CCN(C)C(CCO)C3)CC2)c1 (stereo not drawn)
  14%, -52%[20 µM], -0.4%, 1.7%, -31%, -7%, 2.5%, 1.7, 51, -18%
CCSc1nnc(NC(=O)c2ccc(C)cc2)s1
  3%, 4%, -0.1%, 0.3%, -78%, -4%, -0.5%, 4.7, 37, 2%
COC(=O)c1cn(CCOc2ccc(C)cc2)c2ccccc12
  7%, -14%, -0.1%, 3.0%, 3%, 10%, 3.5%, 1.0, 66, -1%
O=C(NC(=S)N1CCCCCC1)c1ccccc1Cl
  -1%, 13%, -0.3%, 0.2%, -10%, 17%, -3.7%, -1.1, 52, -1%
O=C(Nc1cc(S(=O)(=O)N2CCOCC2)ccc1N1CCOCC1)c1cn2ccccc2n1
  3%, 17%, -0.4%, -3.3%, -23%, 10%, -5.4%, 0.8, 110, -4%
O=C(OC1Cn2c(=O)ccc(=O)n2C1)c1ccccc1
  7%, 14%, -0.3%, 0.0%, 50%, 12%, 3.3%, -1.3, 48, 16%
CCOC(=O)c1[nH]ncc1CN1CCCC(C(=O)c2cccc(OC(C)C)c2)C1 (stereo not drawn)
  11%, -5%, 0.2%, 0.2%, -23%, 1%, -1.8%, 0.6, 82, -2%
Cc1ccc(C)c(NC(=O)C2C3C=CC(O3)C2C(=O)O)c1 (stereo not drawn)
  7%, -5%, -0.2%, -0.1%, -27%, -17%, -0.4%, 1.4, 59, -5%
CCOCCCNS(=O)(=O)c1ccc(NC(=O)Cc2c(F)cccc2Cl)cc1
  -1%, 0%, 0.1%, 0.2%, 1%, 5%, -0.3%, -1.5, 24, 12%
O=[N+]([O-])c1cc2c(cc1CN1CCN(c3ccccc3F)CC1)OCO2
  3%, 10%[20 µM], -0.1%, 0.6%, -16%, 6%, -6.3%, 2.4, 68, -4%
CN(C)c1ccc(C(=O)Nc2ccc(S(=O)(=O)NC3=NCCCCC3)cc2)cc1
  7%, 21%, 0.2%, 0.9%, 1%, 1%, -0.4%, 0.5, 88, 21%
O=C(COc1ccccc1)Nc1ccc(S(=O)(=O)N2CCCCCC2)cc1
  7%, 23%, -0.1%, 0.5%, 17%, 7%, -4.2%, 0.9, 81, -4%
Cc1nc2cc(NC(=O)NCc3ccco3)ccc2o1
  13%, 11%, 0.5%, 2.0%, -10%, 1%, -4.0%, -1.2, 40, -4%
Cc1ccc(CNS(=O)(=O)c2c(C)[nH]c(C)c2C(=O)N2CCCCC2)cc1
  7%, -2%, -0.1%, 0.2%, -24%, 15%, -0.4%, 0.1, 59, 1%
CCC(C)(C)C(=O)Nc1cccc(Cl)c1C
  9%, -6%, 0.2%, 1.9%, -11%, 15%, 2.4%, 0.0, 69, 6%
O=C(/C=C/c1ccccc1)N/C(=C\c1ccco1)C(=O)O
  4%, 4%, -0.3%, 1.5%, -12%, 1%, -1.2%, -0.3, 57, -6%
Cc1cccc(C(=O)NC(C(=O)Nc2ccccc2N2CCOCC2)C(C)C)c1 (stereo not drawn)
  -9%, 11%, 0.0%, 0.1%, -12%, 0%, -2.0%, 0.0, 55, 3%
COc1cccc(C(=O)Nc2nnc(S(=O)(=O)N3CCCCC3)s2)c1
  4%, -24%[20 µM], 0.0%, 2.4%, -36%, 5%, 1.2%, -1.0, 87, 0%
Cc1ccc2[nH]c3c(N4CCCCCC4)ncnc3c2c1
  ., 7%, -0.1%, ., ., 6%, 2.7%, ., ., -8%
COCC(C)n1c(C)cc(C(=O)COC(=O)c2oc3ccccc3c2C)c1C (stereo not drawn)
  10%, -16%, -0.3%, 1.4%, 8%, 0%, -0.8%, 0.5, 62, -8%
COc1ccc(Cl)cc1NC(=O)CSc1nnc(CNC(=O)c2ccco2)o1
  -1%, -8%, -0.2%, -0.1%, -43%, 1%, -2.2%, -0.5, 94, -18%
CC(C)(C)C(=O)c1cn(CC(=O)NCc2ccc3c(c2)OCO3)c2ccccc12
  1%, -1%, -0.1%, -0.5%, -41%, 5%, -2.2%, 4.8, 69, -7%
CC(C)c1nnc(NC(=O)CCC(=O)NCC2CCCO2)s1 (stereo not drawn)
  -2%, -16%, -0.3%, 0.5%, 1%, -4%, 7.7%, 0.9, 52, 10%
COc1ccc(/C=C/C(=O)N2c3ccccc3Sc3ccc(C(F)(F)F)cc32)cc1
  0%, 8%, 4.6%, 0.8%, 52%, 12%, 12%, 1.5, 58, 17%
CCCCCSc1nc2c(c(=O)[nH]c(=O)n2C)n1CCc1ccccc1
  2%, -33%, -0.1%, 1.7%, 9%, 13%, 36%, 9.8, 67, -4%
COc1ccc(C2=NN(C(=O)CSC3=NN4CCCC(=O)N=C4S3)C(c3cccc(OC)c3OC)C2)cc1 (stereo not drawn)
  0%, -14%, -0.6%, 0.6%, -22%, -15%, 1.7%, -0.7, 62, 4%

More entries follow:
Values in the order – Rac1 GTP hydrolysis, KOR beta-arrestin-1, GPR55 beta-arrestin, UTI89 phage lysis, NOD1 NF-kB reporter, GPR55 antagonists, KOR beta-arrestin-2, NTR1 agonist, NTR1 agonist cell count 20 µM, GPR35 arrestin U2OS
O=c1[nH]c(=S)c2ncn(-c3ccccc3)c2[nH]1
  ., 32%, -0.1%, ., 2%, -2%, 4.0%, -1.4, 58, 0%
CCNC(=O)COc1ccc(S(=O)(=O)Nc2ccccc2)cc1
  10%, -38%, 0.0%, -0.7%, -2%, 13%, 2.4%, -0.5, 70, -8%
CCc1sc(N(C(=O)Cc2ccccc2)c2ccccc2)nc1-c1ccccc1
  10%, -27%, -0.1%, 0.2%, 1%, 23%, 0.8%, 0.3, 49, 2%
O=C(CSc1ccccc1)Nc1ccccc1C(=O)N1CCCC1
  6%, 0%, 0.1%, 0.2%, -49%, 2%, -4.6%, -1.1, 87, 14%
O=C(Cn1nnc(-c2ccc3c(c2)OCO3)n1)N1CCOCC1
  8%, 0%, 0.0%, 0.3%, -7%, 6%, -2.6%, 0.8, 54, -9%
O=C(CSc1nc2cc(C(=O)O)ccc2c(=O)n1-c1ccc(F)cc1)Nc1ccc(F)c(F)c1F
  1%, 35%, -0.1%, -0.2%, 0%, 2%, -5.6%, -0.4, 95, 6%
Cc1cccc(-n2nc3c(c2NC(=O)c2ccco2)CSC3)c1C
  39%, -1%, 0.1%, 5.3%, -30%, 10%, 1.7%, -1.5, 81, -17%
O=C(C1CCN(S(=O)(=O)c2cccs2)CC1)N1CCc2ccccc2C1
  1%, -47%, -0.1%, 5.8%, -49%, -7%, 1.7%, 3.4, 48, 12%
CCCS(=O)(=O)Nc1c(C(=O)O)[nH]c2ccccc12
  -4%, -25%, 0.4%, 0.3%, 0%, 3%, -0.3%, -1.0, 72, 13%
Cc1c(NS(=O)(=O)c2ccc(N)cc2)c(=O)n(-c2ccccc2)n1C
  -3%, 0%, 0.2%, 0.1%, -32%, 6%, 0.8%, 0.8, 79, -1%
CCn1nc(NC(=O)c2ccccn2)c2cc3cc(C)ccc3nc21
  11%, 16%, -0.2%, 3.1%[50 µM], -28%, 3%, -5.7%, 5.5, 70, -3%
Cc1ccc(C(=O)N/C(=C\c2cn(C)c3ccccc23)C(=O)N2CCOCC2)cc1
  7%, -36%, 0.3%, 0.1%, 15%, -3%, 5.2%, 0.6, 61, -3%
COc1ccc(-n2nc(N)c(C(N)=O)n2)cc1
  ., 12%, -0.6%, ., -29%, 7%, -1.8%, -1.0, 52, 12%
CC1CC(C)CN(C(=O)CNC(=O)Cn2ccc3ccccc3c2=O)C1 (stereo not drawn)
  10%, 4%, -0.2%, 0.3%, -3%, -5%, -6.1%, -2.0, 57, -12%
Cc1ccc(Cl)cc1N(Cc1ccc(C(=O)NCc2cccnc2)cc1)S(=O)(=O)c1ccccc1
  11%, -14%, -0.1%, -0.6%, -10%, 13%, 4.0%, 2.5, 67, 7%
Cc1cccc(NC(=S)Nc2ccccn2)c1C
  7%, 6%, -0.1%, 2.3%[50 µM], -21%, 3%, -2.6%, 1.1, 67, 24%
CCOc1ccc(CN2CCNC(=O)C2CC(=O)NCc2cc(C)n(C)n2)cc1 (stereo not drawn)
  -1%, 8%, -0.1%, 0.5%[50 µM], -10%, -1%, -1.6%, 0.5, 59, -4%
CCOC(=O)N1CCN(S(=O)(=O)c2ccc(F)c(C(=O)Nc3ccc(C(C)C)cc3)c2)CC1
  -2%, 13%, -0.1%, -0.4%, -20%, 7%, -1.6%, 6.2, 41, 0%
Cn1c(=O)cc(NCCc2ccccc2)[nH]c1=O
  10%, 5%, 0.0%, 0.4%, -23%, -15%, -3.9%, 1.1, 34, -5%
CCOC(=O)c1c(NC(=O)Cn2nnc(-c3ccccc3Cl)n2)sc(C)c1C
  5%, -15%, 0.1%, 0.7%, -34%, 10%, 1.9%, 1.4, 60, -6%
COc1cc(NC2=CC(=O)CC(C)(C)C2)cc(OC)c1
  1%, 32%, 0.0%, 4.3%, -2%, 10%, -5.6%, -0.8, 44, -17%
COc1cc(OC)c(C(=O)OCC(=O)N2CC(=O)Nc3ccccc32)cc1OC
  4%, 10%, -0.4%, -0.6%, -20%, 10%, -6.0%, -0.5, 45, -10%
